TRHR PAM: TRH receptor (human) allosteric enhancement; TRHR cells, fluo-8 calcium fluorescence, EC20 TRH enhancement; enhancement, % at 2 µM; P34981; actives 0.66% (n = 360,000); in the data active = enhancement above about 30%; note: 0% is about no effect
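Enhancer read-out: after compound pinning and an initial kinetic agonist-mode read, an EC20 of TRH (10 nM final) was injected and fluo-8 calcium signal (Ex 480/Em 530) followed at 1 s/cycle for 100 cycles in TRHR-expressing cells.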
D1 ag: activates the human D1 dopamine receptor; P21728; HEK293 T-REx D1 cells, calcium flux, agonist mode; activation, % at 2 µM; actives 1% (n = 360,000); AID 504660; note: 0% is about no effect
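Agonism was scored from calcium flux recorded over 180 s (1 read/s) after pintool compound addition, following a 10-cycle baseline. Cells were inducible force-coupled HEK293 TREx D1, plated overnight at 30 C and loaded with no-wash calcium dye.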
TRHR agonist: activates the human TRH receptor. P34981. TRHR cells, calcium flux fluo-8, FDSS agonist mode. activation, % at 2 µM. actives 0.18% (n = 360,000). AID 493084; note: 0% is about no effect
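In this calcium-flux screen, cells bearing human TRHR are dye-loaded with fluo-8, baselined for 10 cycles, then exposed to library compounds; positive kinetic calcium responses during the agonist phase mark hits, with TRH as control.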
D2 agonist: D2 dopamine receptor (human) agonism; P14416; HEK293 T-REx D2 cells, calcium flux agonist mode; activation, % at 2 µM; actives 0.53% (n = 340,000);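 active = activation over 3 SD above normal in the single-dose calcium agonist read, cut at about 30% in these data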; note: 0% is about no effect
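Agonism is scored from calcium flux in a force-coupled, inducible HEK293 cell line expressing D2, read kinetically for 180 s after compound addition against dopamine controls.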
RXFP1 antag: RXFP1 (human) relaxin receptor antagonism | Q9HBX9 | activity change, negative = inhibition, % at 57.5 µM | HEK293-RXFP1, relaxin-stimulated cAMP HTRF, 30 min; hits give low values | actives 0.59% (n = 350,000);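 active = activity change of -60% or lower, but not beyond a set lower limit; inconclusive = change between -60% and -40%, or beyond the set limit; inactive = change above -40%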; note: % is set by controls: 0 for no effect and ±100 for the full control effect
Target sequence (Q9HBX9 whole entry, looked up): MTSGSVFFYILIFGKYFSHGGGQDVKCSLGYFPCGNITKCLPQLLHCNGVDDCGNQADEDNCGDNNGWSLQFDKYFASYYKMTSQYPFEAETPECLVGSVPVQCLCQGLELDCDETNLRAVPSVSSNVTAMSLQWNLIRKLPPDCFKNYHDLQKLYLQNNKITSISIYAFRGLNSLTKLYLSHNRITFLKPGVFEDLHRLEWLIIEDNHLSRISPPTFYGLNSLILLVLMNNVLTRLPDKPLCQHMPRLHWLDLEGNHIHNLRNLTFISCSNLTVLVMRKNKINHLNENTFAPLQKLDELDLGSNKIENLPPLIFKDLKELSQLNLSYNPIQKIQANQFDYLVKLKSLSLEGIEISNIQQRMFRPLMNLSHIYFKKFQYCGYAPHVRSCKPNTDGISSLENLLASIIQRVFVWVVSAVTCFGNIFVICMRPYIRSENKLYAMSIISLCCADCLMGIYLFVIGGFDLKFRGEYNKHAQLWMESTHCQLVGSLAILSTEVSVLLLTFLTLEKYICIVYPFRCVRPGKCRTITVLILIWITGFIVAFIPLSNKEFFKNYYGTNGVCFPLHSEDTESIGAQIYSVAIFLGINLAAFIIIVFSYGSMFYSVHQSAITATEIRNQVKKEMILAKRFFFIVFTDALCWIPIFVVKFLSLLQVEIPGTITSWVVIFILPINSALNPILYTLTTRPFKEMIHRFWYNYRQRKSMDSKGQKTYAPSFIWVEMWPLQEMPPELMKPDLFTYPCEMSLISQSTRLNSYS
D2 antagonist: antagonizes the human D2 dopamine receptor | P14416 | HEK293 TREx D2 cells, calcium flux, dopamine EC80 | inhibition, % at 10 µM | actives 2% (n = 340,000) | AID 485344; in the data active = inhibition above about 30%; note: 0% is about no effect
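In this primary screen, negative modulation is detected by tracking calcium flux after an EC80 dopamine challenge in inducible HEK293 T-REx D2 cells preexposed to test compound for 180 s.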
D1 PAM: potentiators of human D1 dopamine receptor; actives 0.036% (n = 360,000); P21728; HEK293 TREx D1 cells, calcium flux, dopamine EC20 potentiation; potentiation, % at 10 µM; in the data active = potentiation above about 30%; note: 0% is about no effect
D2 PAM: positive allosteric modulators of human D2 dopamine receptor; P14416; HEK293 T-REx D2, calcium flux, EC20 dopamine potentiation; actives 0.34% (n = 340,000); potentiation, % at 10 µM; AID 485347;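 active = potentiation over 3 SD above the plate norm, cut at about 30% in these data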; note: 0% is about no effect
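Primary screen. Calcium kinetics in induced HEK293 T-REx D2 cells: compound pre-addition 180 s, EC20 dopamine, 180 s more.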
D1 antagonist: antagonists of human D1 dopamine receptor; P21728; HEK293 TREx D1 cells, calcium flux, dopamine EC80; hits give low values; activity change, negative = inhibition, % at 10 µM; actives 3.2% (n = 360,000); AID 504652; in the data active = activity change below about -30%; note: % is set by controls: 0 for no effect and ±100 for the full control effect
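Compound effects on dopamine-evoked calcium signalling were measured in tetracycline-induced HEK293 Trex D1 cells. Dopamine at EC80 followed a 180 s compound pre-read, and fluorescence was tracked kinetically for 180 s more.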
* = called active by the depositor; ? = inconclusive; . = not tested or not shown; & = joins results of further samples. Cut-off read from the data, not from the text of the source, unless noted: active = activation above about 30%; inactive = the rest.

SMILES	TRHR PAM	D1 ag	TRHR agonist	D2 agonist	RXFP1 antag	D2 antagonist	D1 PAM	D2 PAM	D1 antagonist
COc1ccccc1N1CCN(c2csc3ccccc3c2=O)CC1	0	1	-0.3	0.7	?	.	-1	-23	3
CC1(C)Cc2c(C#N)c(SCCC#N)nc(N3CCOCC3)c2CS1	-6	-3	0.8	0.2	-2	3	-2	-8	-1
Cc1cc(C)c(NS(=O)(=O)c2ccc3c(c2)CC(C)N3C(=O)C2CCC2)c(C)c1 (stereo not drawn)	2	1	1.5	0.8	-17	.	4	-13	13
CCc1sc(C(=O)N(CCCOC)c2c(N)n(CC(C)C)c(=O)[nH]c2=O)cc1C	1	0	-0.5	0.5	-15	16	-5	2	13
CCc1noc(C)c1C(=O)N1CCN(S(=O)(=O)c2ccc(C(C)C)cc2)CC1	-1	3	-0.5	1.5	-7	-6	2	1	-20
O=C(CN1CCN(Cc2ccccc2F)C1=O)NCCc1ccc(Cl)cc1	-2	2	-0.3	-0.1	.	-7	.	-11	-9
COc1ccc(NC(=O)c2cccn2-c2nnc(N3CCCCC3)s2)cc1	-2	5	-1.2	-0.3	-16	.	-1	-20	-9
COCCn1nnnc1C(c1ccc(O)c(OC)c1)N1CCc2ccccc2C1 (stereo not drawn)	-23	0	-1.4	0.9	4	44*	-9	-18	-30
CC1(C)Cn2c(nnc2-c2cccc(O)c2)S1	1	2	-1.1	1.1	-20	13	-14	3	-15
CC(=O)Nc1ccc(S(=O)(=O)NCCC(=O)OCC(=O)c2cc(C)ccc2C)cc1	3	7	0.3	0.4	3	9	11	-8	-4
Cc1c(C(=O)N2CCN(c3ncccn3)CC2)oc2ccc(Cl)cc12	-1	4	0.0	-0.2	-26	28	0	13	10
CC1CN(C(=O)CSc2cn(CC(=O)N3CCOCC3)c3ccccc23)CC(C)O1 (stereo not drawn)	0	0	1.1	0.4	4	-7	-3	15	12
CCN(CC)c1ccc(NC(=O)Cn2nc(C)n3cccc3c2=O)c(C)c1	-1	0	0.5	-0.7	2	.	-5	-8	0
CCOc1ccc(C(=O)Nc2ccc(NC(=O)c3ccccc3)cc2)cc1Br	-6&3	-1&1	1.0&0.0	1.4&0.3	0&-1	-2	-6&-2	12&-10	-25&-23
COc1ccc(-n2nc([N+](=O)[O-])c(=NCc3ccco3)n2O)cc1	3	2	-1.8	-0.3	-4	17	1	7	2
Cc1ccccc1N1C(=O)c2cccc3cccc(c23)C1=O	1	1	-0.2	-0.9	-6	0	-5	-1	-21
CCOC(=O)N1CCN(C(=O)C2CC(=O)N(c3ccccc3)C2)CC1 (stereo not drawn)	4	2	0.3	-1.9	1	-6	5	-3	-11
Cc1ccc(CN(Cc2ccco2)C(=O)c2ccc(Cl)cc2Cl)cc1	-5	20	3.8	2.5	.	.	-4	-6	-1
O=[N+]([O-])c1ccc(-c2cnc(NO)nc2)cc1	-2	0	0.6	0.7	5	-6	10	-2	-2
O=C(CSc1nc(-c2ccccc2)nc2ccc(F)cc12)Nc1cccc(C(=O)O)c1	0	5	-0.5	-0.4	-11	-11	-4	7	5
C=C(CCC(=O)c1ccccc1)C(=O)c1ccccc1	-1	2	-0.3	-0.5	-67*	5	-2	0	-2
Cc1cccc(C)c1NC(=O)c1cc(S(=O)(=O)N2CCCc3ccccc32)ccc1F	7	1	1.7	0.2	2	.	1	12	15
COc1ccc(NC(=O)CCCS(=O)(=O)c2nc(-c3ccccc3OC)cc(C(F)(F)F)n2)c(OC)c1	-5	4	0.1	-0.2	0	.	2	1	-6
NC(=O)c1ccc(C[C@H](C(=O)O)N2C(=O)c3ccc(C(=O)O)cc3C2=O)cc1	3	5	-0.7	.	.	.	7	.	22
CC(C)(C)Nc1c(-c2ccc(O)cc2)nc2ccc(Cl)cn12	-12	5	0.5	-0.4	-8	-3	-5	-18	-9

Later entries.
SMILES	TRHR PAM	D1 ag	TRHR agonist	D2 agonist	RXFP1 antag	D2 antagonist	D1 PAM	D2 PAM	D1 antagonist
Cc1ccccc1-n1nnnc1SCC(=O)NNC(=O)c1ccc(NC(=O)CC#N)cc1	4	3	1.2	0.0	-2	-27	-6	-9	-2
COc1ccc(C(C)=O)cc1CSc1nnc(Nc2c(C)cccc2C)s1	-6	5	-0.6	-0.4	-1	-9	-4	23	-25
Cc1c(NS(=O)(=O)c2ccc(NCC3CCCO3)c([N+](=O)[O-])c2)c(=O)n(-c2ccccc2)n1C (stereo not drawn)	1	0	-1.1	0.6	9	-6	3	3	13
CCc1cc(C(=O)OCC(=O)N2CCC(c3ccccc3)=N2)sc1C	0	6	-0.4	0.6	-9	-12	11	3	4
COc1cc(C(=O)Nc2sc(C(=O)N3CCOCC3)c(C)c2C#N)cc(OC)c1OC	-4	0	0.9	0.6	4	-13	-3	-6	4
O=C(C(=O)N1CCCC1CO)N1CCCC1CO (stereo not drawn)	5	3	1.0	0.9	-20	4	7	5	4
O=C(COc1ccccc1Br)NC1CCCC1	3	0	0.6	-0.8	.	-1	-1	10	-7
CCN(CC(=O)Nc1ccc(NC(C)=O)cc1)C(=O)CSc1ncnc2sc(C)c(C)c12	6	0	1.2	2.4	-36	10	-3	5	-10
CC(C)CN1CCC(=O)N([C@H](CSc2ccc(Br)cc2)c2ccccc2)CC1	10	2	0.2	0.3	.	0	-1	1	-44*
COc1ccc(S(=O)(=O)N2CCC(C(=O)N3CCC(C(N)=O)CC3)CC2)cc1Cl	-2	3	1.1	-0.8	15	11	-4	12	3
CCCCOc1ccc(C(=O)N/C(=C/C=C/c2ccccc2)C(=O)NCCCO)cc1	-1	3	0.6	0.7	-28	0	-9	0	1
COc1ccc(-c2csc(NC(=S)NC(=O)c3ccc4ccccc4c3)n2)cc1OC	-1	6	0.0	0.0	-1	7	2	0	-8
Cc1c(C(=O)N2CCC(C)CC2)sc2ncn(CC(=O)N3CCC(C)CC3)c(=O)c12	1	4	1.2	-0.1	0	1	-4	6	-10
CCCCOc1cccc(-c2cc(C(=O)NNC(=S)NCC)c3ccccc3n2)c1	-2	1	-0.4	0.3	1	6	-3	-4	0
CN1CCN(S(=O)(=O)c2cccc(C(=O)N(C)Cc3c(F)cccc3Cl)c2)CC1	-1	2	1.4	0.3	-10	9	-8	-4	0
O=C(N/N=C/c1ccc([N+](=O)[O-])o1)C1CCCC1	2	7	2.5	0.4	4	-12	0	13	16
COc1ccc(/C=C2/C(=O)OCc3cc(OC)c(OC)cc32)cc1	6	1	-0.3	6.2	29	7	-9	22	18
CCc1cc(=O)oc2cc(OCC(=O)O)c(Cl)cc12	1	3	0.3	0.0	-2	3	-7	-8	-14
Cc1cc(C(=O)Nc2ccc(S(=O)(=O)N3CCOCC3)cc2)ccc1[N+](=O)[O-]	3	2	0.1	-0.3	10	0	-7	-4	1
CCN1CCCC1CNCc1ccc(OCc2ccc(Cl)nc2)c(OC)c1 (stereo not drawn)	0	4	-0.1	0.7	-6	-9	-4	-11	3
CCN(C(=O)Nc1ccccc1OC)c1c(N)n(Cc2ccccc2)c(=O)[nH]c1=O	-1	1	-0.3	-0.9	1	-16	-2	1	4
COc1cccc(C(=O)C2CCCN(Cc3cn(CC(N)=O)c4ccccc34)C2)c1 (stereo not drawn)	-11	10	1.7	0.1	9	-13	-9	-30	-4
NC1=NC(=O)S/C1=C\c1ccc(O)cc1	0	-2	0.1	0.2	23	-4	-1	-10	5
CCOC(=O)c1c(NC(=O)Cn2cc([N+](=O)[O-])cn2)sc2c1CCC2	-1	1	0.2	-0.9	-5	2	-6	-3	6
O=[N+]([O-])c1ccc(N2CCCCC2)cc1NCCOc1ccccc1	-5	2	0.1	-1.0	14	-4	-5	-6	-13

An excerpt from above, reduced to D2 agonist and D1 ag:
| smiles | D2 agonist | D1 ag |
| --- | --- | --- |
| CCN(CC(=O)Nc1ccc(NC(C)=O)cc1)C(=O)CSc1ncnc2sc(C)c(C)c12 | 2.4 | 0 |
| CC(C)CN1CCC(=O)N([C@H](CSc2ccc(Br)cc2)c2ccccc2)CC1 | 0.3 | 2 |

Quoted at random: 4 compounds from above
SMILES	TRHR PAM	D1 ag	TRHR agonist	D2 agonist	RXFP1 antag	D2 antagonist	D1 PAM	D2 PAM	D1 antagonist
COc1ccc(S(=O)(=O)N2CCC(C(=O)N3CCC(C(N)=O)CC3)CC2)cc1Cl	-2	3	1.1	-0.8	15	11	-4	12	3
Cc1cc(C(=O)Nc2ccc(S(=O)(=O)N3CCOCC3)cc2)ccc1[N+](=O)[O-]	3	2	0.1	-0.3	10	0	-7	-4	1
CCOc1ccc(C(=O)Nc2ccc(NC(=O)c3ccccc3)cc2)cc1Br	-6&3	-1&1	1.0&0.0	1.4&0.3	0&-1	-2	-6&-2	12&-10	-25&-23
Cc1cc(C)c(NS(=O)(=O)c2ccc3c(c2)CC(C)N3C(=O)C2CCC2)c(C)c1 (stereo not drawn)	2	1	1.5	0.8	-17	.	4	-13	13

Reformatted: results already given
Every second line gives: TRHR PAM | D1 ag | TRHR agonist | D2 agonist | RXFP1 antag | D2 antagonist | D1 PAM | D2 PAM | D1 antagonist
CCCCOc1ccc(C(=O)N/C(=C/C=C/c2ccccc2)C(=O)NCCCO)cc1
    -1 | 3 | 0.6 | 0.7 | -28 | 0 | -9 | 0 | 1
Cc1c(C(=O)N2CCC(C)CC2)sc2ncn(CC(=O)N3CCC(C)CC3)c(=O)c12
    1 | 4 | 1.2 | -0.1 | 0 | 1 | -4 | 6 | -10

Further compounds follow.
SMILES	TRHR PAM	D1 ag	TRHR agonist	D2 agonist	RXFP1 antag	D2 antagonist	D1 PAM	D2 PAM	D1 antagonist
CSC(=NC#N)N1CCN(c2ccccc2)CC1	8	2	-0.3	0.2	-3	-8	4	9	-15
O=[N+]([O-])c1cccc(-c2nnc(C3CC3)o2)c1	2	1	0.8	0.5	-8	5	-2	8	-1
CCc1ccc(NC(=O)C(CC)n2c(=O)c(-c3ccccc3NC(C)=O)nc3ccccc32)cc1 (stereo not drawn)	3	2	0.0	-1.5	-14	.	-1	13	-10
Cc1ccc(-n2ncc3c(NCCCN4CCOCC4)ncnc32)cc1Cl	3	7	-0.1	0.0	-9	.	-4	10	-24
Cc1ccoc1C(=O)NCCNC(=O)c1occc1C	-3	1	0.1	0.5	3	7	4	-3	8
Cc1cc2ncn(CC(C)C)c2cc1C	-9	1	-0.5	0.3	-7	-2	2	0	2
COc1ccc(OCCCC(=O)Nc2nccs2)cc1	-1	4	-0.9	-1.4	-10	-11	-4	3	-9

Some of the entries above, reformatted.
Under each structure: TRHR PAM, D1 ag, TRHR agonist, D2 agonist, RXFP1 antag, D2 antagonist, D1 PAM, D2 PAM, D1 antagonist
> Cc1cc2ncn(CC(C)C)c2cc1C
  -9, 1, -0.5, 0.3, -7, -2, 2, 0, 2
> CCc1ccc(NC(=O)C(CC)n2c(=O)c(-c3ccccc3NC(C)=O)nc3ccccc32)cc1 (stereo not drawn)
  3, 2, 0.0, -1.5, -14, ., -1, 13, -10
